Screens as filed in PubChem.
INS promoter inh – TRM-6 insulin promoter activity inhibition. 0.9% of 130,000 active. inhibition, % at 2 µM. AID 1273. TRM-6 cells (human fetal islet line), insulin promoter-eGFP reporter, imaging; reporter expression induced with tamoxifen;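 active = inhibition above the mean plus 3 SD, with well images judged a real hit on visual review, cut at about 60% in these data, passing the limit was not always enough; inconclusive = inhibition over the cutoff but images rejected on review; inactive = inhibition not above the cutoff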
SDO1 yeast rescue – sdo1-depleted yeast growth rescue; AID 817; S. cerevisiae sdo1-depleted JHY4D growth rescue, OD600 30 h; active compounds read high; pdr5 snq2 efflux-pump mutant strain; 0.21% of 140,000 active; z-score at 10 µM;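 active = z-score above 3 at both the 24 hr and the 30 hr optical density reads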;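 note: z-score against mean and SD of all compound wells on the same plate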
SDO1 yeast rescue Rescue 24 h – also measured in SDO1 yeast rescue; calls as there; z-score; S. cerevisiae sdo1-depleted JHY4D growth rescue, OD600; measured here: growth rescue at 24 h;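 0 is the plate mean of compound wells and units are plate SD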
* marks the source's active call; other numbers are inactive results; u = inconclusive; x = not tested or not shown.

entry	molecule	INS promoter inh	SDO1 yeast rescue	SDO1 yeast rescue Rescue 24 h
1	COc1ccc(C(=O)N2CC3(C)CC2CC(C)(C)C3)cc1OC (configuration not stated)	-12	-0.11	-0.12
2	O=C(Nc1ccc(C(=O)N2CCOCC2)cc1)Nc1cccc2ccccc12	-67	x	x
3	CN(/N=C/c1ccc(Br)o1)C1=NS(=O)(=O)c2ccccc21	-27	x	x
4	CN(C)CCCN(C(=O)COc1ccc(Cl)cc1)c1nc2c(F)cccc2s1	8	x	x
5	CCC(=O)Nc1ccc(C(=O)N/N=C/c2ccccc2[N+](=O)[O-])cc1	-18	0.09	-0.5
6	CCCN1Cc2cccc(C(=O)NCc3cccs3)c2C1=O	65	-0.59	-1.3
7	COC(=O)c1cscc1NC(C)=O	75*	0.74	0.27
8	Cc1ccc(CC(=O)OCC(=O)NC2CCCC(C)C2C)cc1C (configuration not stated)	-42	0.72	1.5
9	CC(C)OC(=O)c1cccnc1SCC(=O)N(C)c1ccccc1	-19	-0.84	-1.4
10	CCCCn1c(CNC(=O)Cc2ccccc2)nc2ccccc21	x	-0.43	-0.8
11	Cc1ccc(-c2nn3cnnc3c3ccccc23)cc1	-24	x	x
12	Cc1ccc(CSCCNC(=O)CSc2ccccc2)cc1	10	-0.46	-0.05
13	CCn1cc(C2=NC(c3ccccc3)CO2)c2ccccc21 (configuration not stated)	25	-1.7	-1.3
14	COc1ccccc1N/C(=N/S(=O)(=O)c1ccc(Cl)cc1)c1ccccc1	-38	-0.79	-0.59
15	COc1ccc(-c2nnc(SCC(=O)Nc3ccc4c(c3)OCCO4)n2N)cc1OC	-42	0.92	0.67
16	O=C1CC(C(=O)Nc2ccccc2)S/C(=N\N=C\c2ccco2)N1 (configuration not stated)	26	0.39	0.5
17	Cc1cc(C(=O)Nc2cccnc2)cs1	-18	0.36	-0.18
18	O=C(N/N=C\c1ccc(Cl)s1)c1ccc(Cn2cccn2)o1	-177	-0.21	-0.21
19	O=C(Nc1ccc(F)c(F)c1)c1oc2ccccc2c1NC(=O)C1CCCO1 (configuration not stated)	0	x	x
20	CCOC(=O)c1nnn(-c2nonc2N)c1CN1CCc2ccccc2C1	46	11*	6.4*
21	CC1CCN(C(=O)c2ccc(NS(C)(=O)=O)cc2)CC1	10	1	0.99
22	O=C(CSc1nncn1-c1ccccc1)NC1CCCCC1	-29	x	x
23	CCN(CC)C(=O)c1sc(N)c(C#N)c1C	64	0.83	0.19
24	COCC(=O)Nc1cc(C(=O)Nc2cccc(C)c2C)ccc1Cl	-23	-0.44	-0.97
25	COc1ccc(C(=O)Nc2cc(OC)c(NC(=O)c3ccco3)cc2OC)cc1	14	0	0.04
26	Cn1c(SCc2nnc3n2CCCCC3)nc2ccccc21	-9	-1.6	-1.7
27	CC(C)CC(NC(=O)OC(C)(C)C)C(=O)NC(C(=O)NC(C)C(N)=O)C(C)C (configuration not stated)	-42	0.55	0.32
28	COCCCNC(=O)CN1CCN(Cc2ccc(Cl)cc2)C1=O	x	0.6	1.3
29	CCCCC1CCC(c2nc(-c3cccnc3)no2)CC1 (configuration not stated)	-4	-0.92	-1.2
30	Cc1ccc(Nc2nc(C(=O)NCc3ccco3)cs2)cc1	-73	-0.91	-0.27

Ordered by value in INS promoter inh (largest number first): some entries from above.
#	SMILES	INS promoter inh	SDO1 yeast rescue	SDO1 yeast rescue Rescue 24 h
23	CCN(CC)C(=O)c1sc(N)c(C#N)c1C	64	0.83	0.19
25	COc1ccc(C(=O)Nc2cc(OC)c(NC(=O)c3ccco3)cc2OC)cc1	14	0	0.04
29	CCCCC1CCC(c2nc(-c3cccnc3)no2)CC1 (configuration not stated)	-4	-0.92	-1.2
22	O=C(CSc1nncn1-c1ccccc1)NC1CCCCC1	-29	x	x
30	Cc1ccc(Nc2nc(C(=O)NCc3ccco3)cs2)cc1	-73	-0.91	-0.27

Remaining list, next part:
entry	molecule	INS promoter inh	SDO1 yeast rescue	SDO1 yeast rescue Rescue 24 h
31	COc1ccc(Cl)cc1S(=O)(=O)N1CCN(Cc2ccc3c(c2)OCO3)CC1	25	-1.8	-1.5
32	COc1ccc2nc(NC(=O)c3cccnc3SC)sc2c1	0	-0.77	-0.49
33	CCN(CC)Cc1c(O)ccc2c(C)c(CC(=O)OC)c(=O)oc12	0	-0.17	-0.45
34	CCOC(=O)C(Oc1ccc(=O)n(-c2ccccc2)n1)C(C)=O (configuration not stated)	38	1.2	0.39
35	O=[N+]([O-])c1ccc(O)c(Nc2ncnc3ccccc23)c1	11	x	x
36	Nc1c(C(=O)NCc2ccccc2)nnn1Cc1cccc(Cl)c1	x	-0.22	-0.42
37	COc1cc(NC(=O)c2ccc3c(c2)OCO3)ccc1NC(=O)C(C)C	x	-0.13	-0.55
38	CN(CC(=O)NCc1cccs1)S(=O)(=O)c1cccc2nsnc12	-29	-0.52	-0.56
39	CCSc1ncnc2c(C#N)c3n(c12)CCCCC3	x	0.04	-0.11
40	COc1ccccc1N1CCN(CC(O)COc2ccc3c(c2)CCC3)CC1 (configuration not stated)	-24	-0.56	-0.69
41	Cc1ccccc1OCC(=O)Nc1ccc2c(c1)Cc1ccccc1-2	-14	0.14	1.5
42	C/C(=C/C=N/Nc1nc(N2CCCCC2)nc(N2CCCCC2)n1)c1ccccc1	x	-0.7	0.6
43	Cc1ccc2nc(NC(=O)C3CCCN(S(=O)(=O)c4cnc[nH]4)C3)sc2c1 (configuration not stated)	x	0.04	-0.83
44	Cc1ccccc1NC(=O)Cn1nc(-c2ccccc2)nc1-c1ccccc1	x	-1.4	-0.56
45	CCCC(=O)NNc1cc(=O)c2c(=O)n(C)c(=O)n(C)c2[nH]1	5	-0.07	-0.03
46	CCCOc1ccc(C(=O)NNC(=S)NC(=O)c2cc(-c3ccc(Cl)cc3)nc3ccccc23)cc1	x	-0.11	-0.62
47	Cc1ccc(CC(=O)NC(C)CCc2ccccc2)cc1 (configuration not stated)	-10	-0.81	-0.62
48	CC(=O)c1ccc(NC(=O)/C(=C\c2ccccc2)NC(=O)/C=C/c2ccccc2)cc1	3	-0.26	-0.92
49	CN(C)c1ccc(NC(=O)CSc2nc3ccccc3c(=O)n2C2CCCCC2)cc1	56	-0.98	-1.2
50	O=C(NCCC1=CCCCC1)C1CCN(Cc2cnn(-c3ccccc3)c2-n2cccc2)CC1	x	-0.2	-0.15
51	CCN(CC)S(=O)(=O)c1cc(C(=O)OCC(=O)Nc2c(F)cccc2F)ccc1F	-9	-0.68	-1.6
52	COc1cc2c(cc1NC(=O)c1cncc(Br)c1)oc1ccccc12	-444	-1.4	-1.3
53	CS(=O)(=O)N(CCc1ccccc1)CC(=O)N1CCN(c2ccccc2F)CC1	-37	-0.01	-0.48
54	CCOCC(O)CS(=O)Cc1ccccc1 (configuration not stated)	-42	0.39	0.06
55	O=C1c2ccccc2C(O)N1Cc1ccc2c(c1)OCO2 (configuration not stated)	x	0.6	-0.46
56	COc1cc(NC(=O)C2CCC(CNc3c(N4CCC(C)CC4)c(=O)c3=O)CC2)cc(OC)c1 (configuration not stated)	x	0.97	0.06
57	CC(C)NC(=O)c1ccccc1NC(=O)CCc1ccccc1	-100	0.63	0.75
58	O=C(NNC(=O)c1sccc1-n1cccc1)c1ccccc1	7	1.3	0.28
59	CC(C)(C)C1C=C(Sc2ccccc2)C(=O)O1 (configuration not stated)	-45	-0.38	0.14
60	Cn1c(C(F)(F)F)nc2c(=O)oc3ccccc3c21	16	0.8	0.5
61	CCN1C(=O)c2ccccc2S(=O)c2ccc(C(=O)NCc3ccccn3)cc21 (configuration not stated)	-29	1.4	1.7
62	Cc1nc2sc(C(c3ccco3)N3CCN(c4ccccc4F)CC3)c(O)n2n1 (configuration not stated)	-80	-0.66	-0.92
63	CC(C)(C)C1CCC2(CC1)NC(CO)(CO)CO2 (configuration not stated)	29	0.6	0.84
64	Cn1c(COc2ccc3ccccc3c2)nnc1SCC(=O)OC1CCCCC1	57	-1.4	-1.2
65	CCOC(=O)c1c(NC(N)=O)sc(C)c1C	-30	-0.47	-0.83
66	O=C(NC1CCCCC1)Nn1c(-c2ccccc2)nc2ccccc2c1=O	x	0.85	0.97
67	CCn1c(SCC(=O)NCCc2ccccc2)nnc1-c1ccco1	-41	0.06	0.06
68	O=C(Nc1nnc(SCC(=O)N2CCCc3ccccc32)s1)c1cccc2ccccc12	0	-0.46	-0.42
69	CCc1ccccc1Nc1nc(N)nc(CSCC(=O)c2cc(C)n(C)c2C)n1	-7	-0.23	-0.7
70	CCOC(=O)c1cc2occc2n1CC(=O)NC1CCC(C)CC1 (configuration not stated)	x	-0.03	-0.67
71	CC1CCN(S(=O)(=O)c2ccc(NC(=O)CN3CCOCC3)cc2)CC1	-91	-0.75	-1.1
72	O=C(Nc1ccccc1-c1nc2ccccc2[nH]1)c1ccc(N2C(=O)CCC2=O)cc1	-18	x	x
73	CC(=O)Nc1ccc(-n2nnnc2SCC(=O)N2CCN(C(=O)c3ccco3)CC2)cc1	24	0.84	0.16
74	CC(=O)c1ccc(NC(=O)C(C)N2CCN(C/C=C/c3ccccc3)CC2)cc1 (configuration not stated)	-9	x	x
75	O=C(NCCc1ccc(Cl)cc1)c1cccnc1	-8	0.54	0.03
76	O=C(NCc1ccco1)c1cccs1	x	0.05	0.31
77	Cc1cc(NC(=O)c2cc(CC(C)C)on2)n(-c2ccccc2)n1	x	0.03	0.24
78	CCOC(=O)c1c(C)[nH]c(C(=O)CN2CCOCC2)c1C	x	0.31	-0.9
79	FC(F)(F)C(Oc1nc(NC2CCCCC2)nc(N2CCOCC2)n1)C(F)(F)F	x	-1.6	-0.56
80	O=C1C2C3C=CC(C3)C2C(=O)N1Cc1ccccc1 (configuration not stated)	15	-0.27	-0.69
81	CC(C)(C)C(=O)Nc1nnc(SCC(=O)Nc2ccc3c(c2)OCO3)s1	25	0.2	0
82	COc1ccc(NC(=O)CSc2nc(N)c(C(=O)Nc3ccc(N(C)C)cc3)s2)cc1	38	0.52	2.9
83	COc1cc(OC)cc(C(=O)NCC(=O)OCC(=O)C(C)(C)C)c1	27	0.28	-0.25
84	Cc1nn(Cc2ccccc2)c(C)c1/C=N/NC(=O)CNc1cccc(C(F)(F)F)c1	x	-0.3	-0.53
85	Cn1nnnc1SCC1=C(C(=O)O)N2C(=O)C(NC(=O)C3CC3c3ccccc3)C2SC1 (configuration not stated)	12	x	x
86	O=C(CN(c1ccccc1)S(=O)(=O)c1ccc(F)cc1)N1CCCCCC1	-60	-0.78	-0.5
87	O=C(Nc1cccc2c1CCCC2)c1ccco1	-9	-0.07	0.09
88	Cc1ccc(C(=O)Nc2ccccc2C(=O)NC(CC(=O)O)C(=O)O)cc1 (configuration not stated)	x	0.43	0.09
89	O=S1(=O)C=C(SCCN2CCCC2)c2ccccc21	-3	-0.22	-1.2
90	Cc1cc(C)c2c(n1)sc1c(=O)[nH]c(SCc3ccccc3)nc12	-4	0.19	2.2

Three compounds out of the list, sorted by molar mass, low to high.
entry	molecule	INS promoter inh	SDO1 yeast rescue	SDO1 yeast rescue Rescue 24 h
89	O=S1(=O)C=C(SCCN2CCCC2)c2ccccc21	-3	-0.22	-1.2
90	Cc1cc(C)c2c(n1)sc1c(=O)[nH]c(SCc3ccccc3)nc12	-4	0.19	2.2
81	CC(C)(C)C(=O)Nc1nnc(SCC(=O)Nc2ccc3c(c2)OCO3)s1	25	0.2	0

Carrying on.
entry	molecule	INS promoter inh	SDO1 yeast rescue	SDO1 yeast rescue Rescue 24 h
91	CCCN1CCN(CCCNC(=O)C2CCN(c3nnc(-n4cccc4)s3)CC2)CC1	-33	0.12	0.08
92	COc1ccc(CC(C(=O)Nc2cc(C)ccc2C)/C(N)=N/O)cc1 (configuration not stated)	-12	0.64	0.7
93	C=CCNc1nc(-c2ccc(OC)cc2OC)cs1	50	-0.88	-1.4
94	CC1C/C(=N/NC(=O)c2ccc(CSc3nc4ccccc4[nH]3)cc2)CC(C)(C)C1 (configuration not stated)	-27	0.52	-0.21
95	COc1ccc(CCN2C(=NC(=O)CCC(=O)O)SC3CS(=O)(=O)CC32)cc1 (configuration not stated)	34	0.73	-0.59
96	C=CCN1C(=O)N(/C=C/C)c2cccc3cccc1c23	55	-2	-0.68
97	CCCCNC(C(=O)Nc1ccc([N+](=O)[O-])cc1Br)c1ccccc1 (configuration not stated)	u	-0.12	-1.2
98	Cc1ccc(C(=O)c2ccccc2C(=O)OCC(=O)Nc2cccc([N+](=O)[O-])c2)cc1	x	-0.54	-0.17
99	CCOC(=O)c1cn(-c2ccc(F)c(F)c2F)c2c(F)c(F)c(F)cc2c1=O	13	-0.54	-0.81
100	C=CCNC(=S)N/N=C(\C)c1ccccn1	38	-0.75	-0.47
101	COc1ccc2c(c1)c(=O)oc1cc(OCC(=O)NC3CCCCC3)ccc12	0	-1.7	-0.54
102	Cc1ccccc1Sc1c(C#N)c(-c2ccccc2)nn1C	-32	-1.1	-0.03
103	CCOc1ccc2nc(N3C(=O)/C(=C/c4ccc(Cl)cc4)NC3=S)sc2c1	x	0.48	0.27

Only part of the results is shown; count on the stated rates, not on these rows.
